# S-ASM inh: human S-ASM enzyme inhibition | P17405 | placental ASM, HMU-PC fluorogenic substrate, 60 min | Potency, µM (doses to about 57.5 µM), for inactives: at the top dose activity change, negative = inhibition, usual class: inhibitors | hit rate 0.006% among 340,000 | AID 504937; also: potency is read from the fitted curve at half-maximal effect
# Target sequence (P17405 47-631 limits assumed): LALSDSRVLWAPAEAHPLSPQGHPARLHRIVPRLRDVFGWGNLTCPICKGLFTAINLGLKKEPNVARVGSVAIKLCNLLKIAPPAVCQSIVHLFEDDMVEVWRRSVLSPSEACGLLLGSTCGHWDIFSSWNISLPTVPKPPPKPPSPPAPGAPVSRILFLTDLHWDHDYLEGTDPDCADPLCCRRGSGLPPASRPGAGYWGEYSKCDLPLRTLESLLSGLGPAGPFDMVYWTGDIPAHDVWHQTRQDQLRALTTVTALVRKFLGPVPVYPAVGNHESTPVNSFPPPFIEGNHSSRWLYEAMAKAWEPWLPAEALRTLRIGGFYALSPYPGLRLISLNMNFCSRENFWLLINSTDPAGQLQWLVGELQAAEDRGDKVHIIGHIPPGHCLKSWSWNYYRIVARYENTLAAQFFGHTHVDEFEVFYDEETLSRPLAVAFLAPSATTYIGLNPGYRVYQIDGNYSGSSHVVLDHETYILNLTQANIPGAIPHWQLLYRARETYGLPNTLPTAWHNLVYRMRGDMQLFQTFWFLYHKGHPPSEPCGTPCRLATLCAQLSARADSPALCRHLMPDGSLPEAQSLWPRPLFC
#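 Fluorescence read-out (Ex 386 nm, Em 447 nm) after stopping the reaction at pH 10. Enzyme: ASM from human placenta; substrate HMU-PC0, 9 uM final; 60 min, 37 °C. Compound preincubation 10 min, ambient temperature.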
# Integrin act MD: activators of alpha7 integrin expression for muscular dystrophy. alpha7betagal myoblasts, beta-gal FDG fluorescence, 48 h. Potency, µM (doses to about 38.3 µM), for inactives: at the highest dose activation, actives largely listed as activators. hit rate 0.064% among 350,000;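 also: potency is read from the fitted curve at half-maximal effect; 100% = response of the positive control SU9516; nearly all actives have a fitted effect of over 60% in size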
#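 alpha7betagal+/- myoblasts (passage 13, 250/well) treated 48 h at 37C with compounds at 1:260 dilution of DMSO stock. Lysed, then beta-galactosidase activity read as FDG fluorescence (ex 480/em 540) after 30 min, with pre-read for autofluorescence.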
# Giardia killer: kills Giardia lamblia; hit rate 0.15% among 340,000; Giardia lamblia trophozoite viability; activity change, % at 7.66 µM, hits read low; in the data active = activity change below about -80%; inconclusive = between about -30% and that limit;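 also: parasites exposed to compound for two days anaerobically before the ATP read; % is scaled to controls: 0 for no effect and ±100 for the full control effect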
#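 Giardia lamblia trophozoites (100 cells/well) were incubated with compounds for 48 h at 37 deg C under anaerobic conditions. Viability was read as ATP content by one-step luminescence after 15-30 min at room temperature.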
# Coupling enz: coupling enzyme interference in Giardia aldolase counter-screen. coupling enzyme system counterscreen, AmpLite Red fluorescence. activity change, negative = inhibition, % at 58.2 µM, hits read low. hit rate 0.67% among 290,000; in the data active = activity change below about -30%; also: % is scaled to controls: 0 for no effect and ±100 for the full control effect
#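 Final compound at 57.5 uM, incubated 10 min at RT with coupling enzyme reagent (glyceraldehyde-3-phosphate), then 20 min with substrate and AmpLite Red detection. Fluorescence read at 525/598 nm; tests interference with the coupling assay, not aldolase inhibition.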
# PKM2 activator: PKM2 (human) enzyme activation; P14618; purified PKM2, Kinase-Glo ATP luminescence, activation; response scale: 0% is enzyme alone, no compound; Potency, µM (top dose mostly 57.5 µM), inactives show at the highest dose activation, usual class: activators; hit rate 0.34% among 260,000; also: potency is read from the fitted curve at half-maximal effect; % is scaled to controls: 0 for no effect and ±100 for the full control effect; nearly all actives have a fitted effect of over 55% in size
#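 hPK-M2, >95% pure; 0.1 mM ADP / 0.5 mM PEP final; imidazole pH7.2 buffer w/ 7 mM MgCl2, 50 mM KCl; 1 h RT; Kinase-Glo lum. Intermediate enzyme activity for dual inhibitor/activator qHTS.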
# GALK inh: inhibitors of human galactokinase; P51570; Purified GALK, Kinase-Glo residual ATP luminescence; Potency, µM (top dose mostly 57.5 µM), inactives show at the highest dose activity change, negative = inhibition, hits mostly inhibitors; hit rate 0.007% among 270,000; AID 1868; also: potency is read from the fitted curve at half-maximal effect; % is scaled to controls: 0 for no effect and ±100 for the full control effect
# Target sequence (P51570 whole entry, looked up): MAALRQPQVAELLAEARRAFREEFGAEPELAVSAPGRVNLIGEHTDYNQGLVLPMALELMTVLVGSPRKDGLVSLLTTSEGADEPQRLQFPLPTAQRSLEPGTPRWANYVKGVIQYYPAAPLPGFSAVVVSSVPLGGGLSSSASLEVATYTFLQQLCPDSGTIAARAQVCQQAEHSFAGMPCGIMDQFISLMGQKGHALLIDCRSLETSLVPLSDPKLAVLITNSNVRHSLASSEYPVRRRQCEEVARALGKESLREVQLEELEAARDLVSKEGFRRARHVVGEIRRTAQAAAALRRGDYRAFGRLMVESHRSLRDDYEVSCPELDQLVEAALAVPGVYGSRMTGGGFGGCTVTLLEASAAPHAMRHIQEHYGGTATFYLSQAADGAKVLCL
#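 5 nM enzyme, 35 uM ATP, 100 uM galactose, 20 mM HEPES pH8.0, 5 mM MgCl2; 1 h RT; residual ATP by Kinase-Glo Plus luminescence, qHTS format.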
# PTAP TSG101 blk: blocks PTAP/TSG101 interaction to inhibit HIV-1 budding; AID 493005; Potency, µM (top dose mostly 115 µM), for inactives: at the top dose activity change, negative = inhibition, hits mostly inhibitors; Q99816; 340,000 tested, under 10 active; Fluorescence polarization, FITC-PTAP peptide / Tsg101 binding; active = well fitted inhibition curve with a large enough effect in the main read-out, with a control signal flat, not every such curve was filed as active; inconclusive = small, poorly fitted or top-dose-only effect, or effect the other way, or a change in a side signal; inactive = no such curve, though single readings can be large or run the other way; also: potency is read from the fitted curve at half-maximal effect; % of control where 0% means no effect
#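 Compounds were pin-transferred onto Tsg101 binding domain (10 uM final) in HEPES pH 7.5 buffer, then FITC-PTAP peptide was added at 50 nM final. After 20 min at RT, polarization reported peptide displacement across a qHTS concentration series.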
# Tb PFK block: inhibitors of T. brucei phosphofructokinase; AID 485367; T. brucei PFK, ADP-Glo luminescence; hit rate 0.17% among 330,000; O15648; Potency, µM (titrated, usually from 57.5 µM), for inactives: at the top dose activity, negative = inhibition, most hits filed as inhibitors;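 also: potency is read from the fitted curve at half-maximal effect; 0% = uninhibited 1x PFK enzyme wells and -100% = no-enzyme wells; nearly all actives have a fitted effect of over 60% in size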
#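 Luminescent ADP detection (ADP-Glo, two-step: ATP depletion then ADP-to-ATP conversion for luciferase) reported PFK activity after 45 min room-temperature reaction of 1.25 nM enzyme with 0.5 mM F6P and 0.1 mM ATP at pH 8.0.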
# Chronic BCR inh: blocks chronic active B-cell receptor signaling | ABC-DLBCL IkBa-CBG/CBR reporter, luminescence ratio, 4 h | Potency, µM (highest dose often 46.1 µM), inactives show top-dose ratio change, negative = lower green/red ratio, usual class: inhibitors | hit rate 0.05% among 340,000 | AID 493014; active = well fitted inhibition curve with a large enough effect in the signal ratio, with a control signal flat, not every such curve was filed as active; inconclusive = small, poorly fitted or top-dose-only effect, or effect the other way, or a change in a side signal; the % refers to the signal ratio;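 also: potency is read from the fitted curve at half-maximal effect; plate controls were basal doxycycline-induced cells for no effect and cells given 10 µM MG132 for full effect; MG132 reads +100%, hits lower the ratio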
#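 Compounds up to 46 uM were incubated four hours with TMD8 cells whose green CBG68 luciferase is fused to IkappaBalpha; red CBR luminescence normalised the signal, and concentration-effect curves were fitted to fusion, red and ratio data.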
# B2AR arrestin: recruits beta-arrestin to the human beta2-adrenergic receptor. P07550. beta-arrestin recruitment to beta2AR, cell-based reporter. Potency, µM (titrated, usually from 46.1 µM), inactives show at the top dose activation, usual class: activators. hit rate 0.02% among 330,000. AID 492947;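 also: potency is read from the fitted curve at half-maximal effect; 0% = DMSO controls and full agonism = EC100 isoproterenol or metaproterenol; nearly all actives have a fitted effect of over 65% in size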
# Menin-MLL TR inh: inhibitors of human menin-MLL interaction, mutant MLL peptide; Potency, µM (doses to about 61.6 µM), without a hit: top-dose FP activity change, negative = inhibition, usual class: inhibitors; O00255; hit rate 0.23% among 270,000; Menin + Texas Red MLL mutant peptide, fluorescence polarization; active = well fitted inhibition curve with a large enough effect in the polarisation, with a control signal flat, not every such curve was filed as active; inconclusive = small, poorly fitted or top-dose-only effect, or effect the other way, or a change in a side signal; inactive = no such curve, though single readings can be large or run the other way; the % refers to the polarisation; also: potency is read from the fitted curve at half-maximal effect; % of control where 0% means no effect; many of its hits are not listed in these tables
# The depositor's hits bear a star; ? = inconclusive; . = no result given; [ ] = another dose, or the depositor's remark. Unless noted, calls follow the shape of the dose curve; as a rule, active = well fitted curve in the direction sought with a large enough effect; inconclusive = small, poorly fitted or top-dose-only effect, or another doubt; inactive = no such curve, though single readings can be large; an effect the other way counts as inactive or inconclusive. This is a subset, so the mix of outcomes need not match the whole.
SMILES,S-ASM inh,Integrin act MD,Giardia killer,Coupling enz,PKM2 activator,GALK inh,PTAP TSG101 blk,Tb PFK block,Chronic BCR inh,B2AR arrestin,Menin-MLL TR inh
Cc1cc(C)nc(SCC(=O)Nc2ccc(N3CCOCC3)c(Cl)c2)n1,-1%,-13%,0,1,-1%,-4%,-2%,8%,?,-0.3%,2%
COc1cc(OC)cc(C(=O)NCc2cc(C)nc3ccccc23)c1,-1%,5%,-5,3,3%,-3%,-2%,3%,?,-0.9%,?
O=C(NCCCN1CCCC1=O)c1ccc(CNS(=O)(=O)c2ccc(F)cc2)cc1,1%,7%,0,3,0%,0%,-8%,-7%,0%,-0.3%,-1%
COc1ccc(/C=C/c2c([N+](=O)[O-])c(=O)n(C)c(=O)n2C)c(OC)c1OC,-3%,-54%[inhibitor],-18,5,-5%,0%,-1%,-1%,-5%,-0.2%,-1%
CCOC(=O)C1=C(C)N2C(=C(C#N)[C@@H]1c1ccc(C(=O)OC)cc1)SC[C@@]2(O)C(C)(C)C,3%,0%,-6,1,-1%,0%,-4%,14%,3%,-0.1%,2%
COc1cc2c(cc1OC)C(C)N(C(=O)c1nccnc1C(=O)O)CC2 (stereo not given),-2%,18%,-10,0,1%,.,1%,3%,-2%,-0.7%,.
Cn1c(NCc2ccc(Cl)cc2)nc2ccccc21,4%,17%,-14,-1,3%,2%,-2%,-4%,3%,0.0%,0%
COC(=O)C1C2C=CC3(CN(C4CCCC4)C(=O)C13)O2 (stereo not given),-2%,2%,-3,0,-5%,1%,-3%,0%,-21%,-0.2%,-1%
NC(N)=NS(=O)(=O)c1ccc(NC(=S)Nc2ccc(F)cc2)cc1,4%,38%,-13,0,.,-6%,1%,3%,2%,-0.1%,8%
CN(C)Cc1ccccc1Sc1ccccc1Br,2%,4%,8,-8,6%,2%,0%,-6%,-2%,-0.6%,3%
Cc1ccc(C)c(CN2C(=O)CSc3ccc(C(=O)NCC(C)CN4CCC(C)CC4)cc32)c1 (stereo not given),0%,46%,6,2,.,-3%,-3%,1%,?,0.6%,.
Cn1nnnc1SCC(=O)Nc1cccc(S(=O)(=O)N2CCCC2)c1,4%,-25%,-1,1,-1%,0%,-3%,8%,-11%,0.1%,-7%
Cn1c(C(=O)NCc2ccc3c(c2)OCO3)cc2sccc21,-3%,15%,14,-1,?,1%,.,0%,?,0.1%,-7%
COc1cccc(CNC(=O)C2CCCN(c3cnccn3)C2)c1 (stereo not given),8%,19%,-5,.,.,-1%,0%,0%,2%,-1.3%,.
Cc1ccccc1NC(=O)CN1C(=O)S/C(=C\c2ccc(-c3cc(C(=O)O)ccc3C)o2)C1=O,74%[activator],-1%,2,2,?,-8%,?,-19%,3%,0.3%,-12%
CC(C)CCN(C)C1CCN(S(=O)(=O)c2ccc(F)cc2)CC1,1%,2%,-3,-1,1%,-4%,-1%,-1%,4%,-0.2%,-16%
C=CCN1C(=O)N(c2ccccc2)C(=O)C1CC(=O)Nc1ccc(OC)cc1 (stereo not given),0%,10%,-11,-1,-1%,6%,-3%,4%,6%,-0.6%,5%
COc1ccccc1CNC(=O)C1CCCN(S(=O)(=O)c2cnc[nH]2)C1 (stereo not given),0%,11%,7,2,-2%,1%,-4%,-9%,-7%,-0.2%,1%
Cc1nn(-c2ccccc2)c(C)c1N,1%,-21%,-8,0,-2%,-1%,0%,-2%,-1%,0.0%,-11%
COc1ccc(C(=O)Nc2ccc(S(=O)(=O)N3CCN(C)CC3)cc2)cc1[N+](=O)[O-],-2%,0%,-3,2,-3%,-1%,-2%,1%,?,0.2%,14%
CCCn1c(N)c(N(CCOC)C(=O)c2ccc(-c3ccccc3)cc2)c(=O)[nH]c1=O,1%,-8%,-9,.,.,.,-5%,-2%,-2%,-0.2%,.
Cc1noc(C)c1S(=O)(=O)N(CC(=O)NCc1ccc(F)cc1)c1ccc(C(C)C)cc1,0%,16%,2,.,.,-6%,-3%,2%,0%,0.0%,.
CC1=Nc2ccccc2/C1=C/c1c(N)n2c(S(=O)(=O)CC(C)C)nsc2nc1=O,2%,2%,11,10,-2%,-11%,-2%,23%,?,0.0%,?
CC1=CC(C)C(C(=O)O)C(C(=O)O)C1 (stereo not given),0%,-19%[7.66 µM],-17,3,-1%,2%,-1%,-9%,-1%,-0.3%,2%
CCOC(=O)c1c(NC(=O)CSc2nc3ccccc3[nH]2)sc2c1CC(C)(C)NC2(C)C,.,13%,2,.,.,.,0%,-9%,?,0.2%,.
COc1cc(C2CC(=O)Oc3cc(C)cc(C)c32)cc(OC)c1OC (stereo not given),-11%,22%,39[activator],0,.,.,-1%,2%,-4%,0.1%,0%[94.6 µM]
CN(C)S(=O)(=O)c1cccc(NC(=O)COC(=O)CNC(=O)c2ccccc2F)c1,-2%,11%,?,1,3%,3%,-3%,-4%,10%,-0.4%,.
CC12CC3CC(C)(C1)CC(C(=O)NC1=NCCS1)(C3)C2,4%,-27%,-7,-1,-4%,3%,-1%,3%,?,0.0%,-1%
Cc1noc(/C=C/N(C)C)c1S(=O)(=O)N(C)Cc1ccc(F)cc1,-2%,29%,-1,1,.,0%,-3%,1%,?,0.0%,28%
COC(=O)c1scc(S(C)(=O)=O)c1-n1cccc1,0%,-14%,-8,7,-2%,3%,-2%,0%,?,-0.5%,.
CC1(C)CC(NS(=O)(=O)c2ccccc2)CC(C)(C)N1,1%,7%,-14,2,-12%,0%,-1%,5%,3%,0.4%,-6%
CN(CC1COc2ccccc2O1)C(=S)NC1CCCCC1 (stereo not given),-3%,-22%,30,1,-5%,0%,-5%,-19%,?,-0.4%,.
C=CCNC(=S)NS(=O)(=O)c1cccs1,5%,2%,1,-8,-1%,-1%,-6%,0%,2%,0.0%,1%
CCC1(C)Cc2ccccc2-c2nc3n(c(=O)c21)CCCCC3 (stereo not given),-2%,5%,8,3,0%,-4%,-1%,-4%,?,-0.9%,-2%
O=C(N/N=C/c1ccco1)c1cccc(N2CCCC2=O)c1,5%,26%,38[activator],4,-14%,2%,0%,7%,?,-1.2%,-18%
CCCN1CCN(CCCNC(=O)c2cc3c(=O)n(C)c4ccccc4c3n2C)CC1,7%,-16%,7,1,0%,4%,0%,-4%,?,-0.2%,-1%
COc1cccc(-c2nc(CS(=O)(=O)CC(=O)Nc3cccc(C(C)=O)c3)c(C)o2)c1,-9%,-28%,7,1,.,-1%,0%,0%,2%,-1.5%,-1%
CC(=O)Nc1ccc(Nc2ccc([N+](=O)[O-])cn2)cc1,?,37%,-21,0,-2%,4%,-3%,3%,4%,-0.1%,2%
CC1CCCN(C(C(=O)Nc2ccc(C(C)C)cc2)c2ccc3c(c2)OCO3)C1 (stereo not given),-2%,2%,6,-5,4%,2%,-7%,3%,2%,0.1%,-6%
CC(C)NC(=O)Nc1ccc2c(c1)C(=O)N([C@H](C)CO)C[C@H](C)[C@@H](CN(C)S(=O)(=O)c1cccs1)O2,3%,10%,-29,.,.,.,.,8%,1%,-0.1%,.
COC(=O)c1ccc(Cn2nc(C(F)(F)F)cc2C)cc1,-1%,-5%,6,.,2%,-2%,-4%,-3%,10%,0.4%,1%
Cc1nn(-c2cc(N3CCOCC3)ccc2[N+](=O)[O-])c(=O)c2ccccc12,-4%,-6%,18,4,1%,0%,-9%,1%,?,0.1%,6%
CCCCN1C(=O)C(=Nc2cccc3cnccc23)c2ccccc21,-2%,-57%[inhibitor],12,-19,4%,-3%,-1%,-6%,-7%,-0.2%,-21%
CC(C)CNCC1OCc2ccccc2CO1,5%,6%,8,1,0%,0%,-6%,2%,0%,-0.4%,.
Cc1ccc(C(=O)O/N=C/c2c(Cl)n(C)c3ccccc23)cc1,-2%,-2%,-27,4,-2%,-1%,0%,-3%,-1%,0.0%,?
O=C(NCc1cccc(CNC(=O)c2ccco2)c1)c1ccco1,1%,21%[7.66 µM],11,4,0%,1%,-2%,-3%,3%,-0.7%,5%
